# PP5 primary – inhibitors of human protein phosphatase 5 (PP5); purified PP5c, OMFP substrate fluorescence; inhibition, % at 6.7 µM; hit rate 0.18% among 320,000;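 active = inhibition above the campaign's mean inhibition across all tested compounds plus 3 SD, cut at about 9.5% in these data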;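 note: 0% = DMSO only and 100% = 100 µM cantharidin control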
# LYPLA2 inh – LYPLA2 (human) inhibition in PME1 counter-screen | O95372 | recombinant LYPLA2, FP-Rh probe fluorescence polarization | inhibition, % at 5.9 µM | hit rate 0.38% among 320,000 | AID 2177;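 active = inhibition above the screen-wide mean plus 3 SD, limit set per campaign, cut at about 26% in these data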;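 note: 0% = LYPLA2 with DMSO and 100% = wells lacking LYPLA2 enzyme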
# Fh CTSL1 inh – cathepsin L1 inhibition, PFM18AAP counter-screen; recombinant F. hepatica cathepsin L1, Z-Leu-Arg-MCA fluorescence; inhibition, % at 5.96 µM; hit rate 0.49% among 300,000; AID 1906;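 active = inhibition above the mean of all tested compounds plus 3 SD, set per screening campaign, cut at about 17% in these data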;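 note: 0% = plate median of test compound wells and 100% = 1 µM Z-Phe-Ala-diazomethylketone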
# Efflux pump mplx – inhibitors of Candida antifungal efflux pumps expressed in yeast. S. cerevisiae Candida pump triplex, Nile Red efflux. inhibition, % at 10 µM. hit rate 0.44% among 330,000. AID 485275;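 active = plate passing quality check with inhibition over a set limit, or well fluorescence over plate mean plus 4 SD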;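 note: Nile Red retained in pooled yeast measured as flow cytometry median fluorescence; 0% = buffer negative control and 100% = Enniatin B positive control; higher means more Nile Red kept so more efflux inhibition; some compounds called inactive have numbers as strong as hits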
# core dimer inh – HCV core protein dimerization inhibition; TR-FRET GST/Flag-core106 dimerization, 1536-well; inhibition, % at 5 µM; hit rate 0.33% among 300,000; AID 1899;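 active = inhibition above the mean of all tested compounds plus 3 SD, set per screening campaign, cut at about 45% in these data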
#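 Test system: GST/Flag-tagged HCV core106 proteins; Medium: KF-containing HEPES buffer, pH 7.45, DTT, CHAPS, BSA; Times: compound-protein-antibody incubation 4 h at 22.5 °C; Detection: TR-FRET 671 and 617 nm emission; Benchmarks: wells lacking GST-core106 and wells with excess unlabelled core106.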
# PP1 inh – PP1-alpha (human) inhibition in PP5 counter-screen. P62136. hit rate 0.9% among 320,000. inhibition, % at 6.7 µM. purified PP1alpha, OMFP fluorescence;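 active = inhibition above the mean inhibition of all tested compounds plus 3 SD, computed separately for each screening campaign, cut at about 15% in these data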
# Target sequence (P62136 whole entry, looked up): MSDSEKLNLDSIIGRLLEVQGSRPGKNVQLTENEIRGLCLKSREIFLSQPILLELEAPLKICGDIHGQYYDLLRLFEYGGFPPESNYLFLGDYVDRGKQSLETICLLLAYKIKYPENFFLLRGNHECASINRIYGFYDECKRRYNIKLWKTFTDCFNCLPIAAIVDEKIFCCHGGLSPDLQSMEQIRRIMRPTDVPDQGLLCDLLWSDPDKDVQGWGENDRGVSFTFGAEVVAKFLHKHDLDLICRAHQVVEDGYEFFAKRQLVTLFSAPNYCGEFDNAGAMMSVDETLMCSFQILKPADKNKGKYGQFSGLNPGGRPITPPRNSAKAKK
# TPT1 inh – inhibitors of Candida albicans tRNA 2'-phosphotransferase TPT1; AID 1962; hit rate 0.81% among 300,000; recombinant caTPT1, FP RNA substrate dephosphorylation; inhibition, % at 5 µM;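 active = inhibition above the mean of all tested compounds plus 3 SD, set per screening campaign, cut at about 24% in these data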;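 note: plate controls were DMSO alone for no effect and ferristatin control at 100 nM for full effect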
# PREPL inhibitor – inhibitors of human prolyl oligopeptidase-like enzyme PREPL; AID 2751; hit rate 0.68% among 320,000; recombinant PREPL, fluorescence polarization activity-based probe; inhibition, % at 5.96 µM; Q4J6C6; in the data active = inhibition above about 43%;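 note: 0% = enzyme with DMSO and 100% = wells lacking enzyme; many of its hits are not listed in these tables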
# Target sequence (Q4J6C6 whole entry, looked up): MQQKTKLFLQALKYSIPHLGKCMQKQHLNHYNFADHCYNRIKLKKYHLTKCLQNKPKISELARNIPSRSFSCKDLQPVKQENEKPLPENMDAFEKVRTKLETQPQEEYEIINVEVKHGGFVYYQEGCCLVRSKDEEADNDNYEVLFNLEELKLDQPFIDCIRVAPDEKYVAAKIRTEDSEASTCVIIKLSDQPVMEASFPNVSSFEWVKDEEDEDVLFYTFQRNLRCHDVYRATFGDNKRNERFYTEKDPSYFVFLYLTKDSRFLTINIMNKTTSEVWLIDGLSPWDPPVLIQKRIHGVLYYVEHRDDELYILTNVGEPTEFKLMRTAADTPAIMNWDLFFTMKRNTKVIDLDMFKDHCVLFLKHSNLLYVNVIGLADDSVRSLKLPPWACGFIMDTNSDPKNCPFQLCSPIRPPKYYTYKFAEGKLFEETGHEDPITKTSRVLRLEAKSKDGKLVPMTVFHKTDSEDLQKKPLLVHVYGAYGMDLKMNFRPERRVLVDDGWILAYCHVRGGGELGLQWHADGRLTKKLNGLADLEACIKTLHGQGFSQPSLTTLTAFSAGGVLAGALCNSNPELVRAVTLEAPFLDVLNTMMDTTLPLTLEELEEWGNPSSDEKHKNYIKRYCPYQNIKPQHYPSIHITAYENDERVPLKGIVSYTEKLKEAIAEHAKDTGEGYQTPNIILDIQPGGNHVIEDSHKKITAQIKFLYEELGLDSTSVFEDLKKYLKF
# GASC-1 inh – human JMJD2C demethylase inhibition; Q9H3R0; GST-JMJD2C(1-420) H3K9me3 demethylation, DELFIA europium; inhibition, % at 2.35 µM; hit rate 0.069% among 330,000;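 active = more than half of a compound's replicate wells show inhibition beyond 50%, single wells judged on their own value; inconclusive = some, but no more than half, of replicates pass 50% inhibition; inactive = no replicate passes 50% inhibition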;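 note: signal counts dimethyl H3K9 product captured on neutravidin plate; 0% = median of DMSO wells and 100% = 0.3 times that DMSO median; strong numbers were not always called active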
# * = called active by the depositor; ? = inconclusive; . = no result given; & = joins results of further samples.
SMILES,PP5 primary,LYPLA2 inh,Fh CTSL1 inh,Efflux pump mplx,core dimer inh,PP1 inh,TPT1 inh,PREPL inhibitor,GASC-1 inh
FC(F)(F)c1ccc(CN2CCNCC2)cc1,-3.4,2,2,-0.2,-3,1,-7,-10,-25
CN1C(=O)N(C)C(=O)C2(Sc3ccccc3C2=O)C1=O,0.9,0,-4,0.1,4,-4,0,8,49
O=C(NC(Oc1ccccc1)C(Cl)(Cl)Cl)c1ccccc1 (configuration not stated),-0.1,-4,3,0.0,2,-3,0,2,-8
CCCCC(=O)N/N=C/c1c(O)n(Cc2ccc(F)cc2)c(=O)[nH]c1=O,-1.2,1,2,0.0,2,-1,22,-3,-5
CC(=O)n1cc(C=C2C(=O)NC(=O)NC2=O)c2ccccc21,-2.9,3,0,0.0,7,1,10,0,8
OC(CC#CCN1CCCCCC1)(c1ccccc1)C1CCCC1 (configuration not stated),4.7,0,-2,-0.1,3,-2,-2,11,40
C=CCn1c(O)c(C(C)=NC2CCN(Cc3ccccc3)CC2)c(=O)[nH]c1=O,-0.8,-1,-1,0.0,1,-5,2,-3,-6
CC(C)(C)c1ccc(C(=O)C2CCCN(Cc3ccon3)C2)cc1 (configuration not stated),4.2,2,-2,0.1,-2,-2,-2,10,11
Cc1cccc(N2C(=O)NC(=O)/C(=C/c3ccc([N+](=O)[O-])o3)C2=O)c1,-1.1,-21,4,0.1,1,2,28*,-9,55*
O=C1NS(=O)c2cc([N+](=O)[O-])cc([N+](=O)[O-])c21 (configuration not stated),1.4,-5,4,-0.2,-5,-6,-4,8,14
COC(=O)C1=C(c2cccc(OC)c2OC)C[C@@H]2CC[C@H]1N2C(=O)N1CCC(O)CC1,0.4,-2,-1,.,6,1,-4,0,?
N#Cc1ccccc1Cn1cc(C(=O)c2cccs2)c2ccccc21,1.5,-12,6,0.0,20,0,1,-30,1
CCCc1nc2ccccc2c(=O)n1-c1cccc(OC)c1,-0.4,2,1,0.0,2,-3,-3,-2,3
CC(C)N(CCC(C(N)=O)(c1ccccc1)c1ccccn1)C(C)C (configuration not stated),1.4,1,-6,-0.3&-0.1,-12,10,-1,27&14,-3
CCN1C[C@]2(COC)CC[C@H](O)[C@]34C1[C@](O)([C@@H](OC)[C@H]23)[C@@]1(O)C[C@H](OC)[C@H]2C[C@@H]4[C@@H]1[C@H]2OC,-0.5,0,5,-0.1,-4,-1,0,1,.
COC(=O)C1=C(c2ccccc2OCc2ccccc2)C[C@@H]2CC[C@H]1N2C(=O)NCc1ccc(OC)cc1,1.4,4,.,0.0,.,5,.,5,3
O=C(c1ccco1)c1cn(Cc2ccccc2Cl)c2ccccc12,3.0,-7,1,0.1,9,3,1,0,-1
CCCN1CCc2cccc3c2[C@H]1Cc1ccc(O)c(O)c1-3,2.6,-13,9,-0.1,-3,1,-6,17,-36
CN1CCc2c(C#N)c(Cl)nc(Cl)c2C1,3.7,3,2,0.0,5,-4,1,-1,5
CCC(=NCC1CCCO1)c1c(O)[nH]c(=O)[nH]c1=O (configuration not stated),-1.4,5,-1,0.0,2,-2,-4,2,33
O=C(c1ccc(Cl)cc1)C1CCCN(Cc2ccc3nonc3c2)C1 (configuration not stated),5.8,8,2,0.1,0,-3,-2,-102,-8
Cc1cc(C)cc(N2C(=O)/C(=C\c3ccc(N4CCN(C)CC4)o3)C(=O)NC2=S)c1,2.7,-17,3,0.1,-2,6,140*,-3,1
c1ccc2c(c1)CC1CNCc3cccc(c31)S2 (configuration not stated),2.6,5,-2,0.2,2,0,-2,-51,-3
CCOP(=S)(OCC)SCC(=O)NC(C(=O)O)C(C)C (configuration not stated),-0.1,1,4,0.0,-2,-1,-7,-2,-11
Cc1cccnc1-n1c(-c2ccccc2)nc2ccccc2c1=O,2.0,3,-3,-0.1,-1,-5,-1,-3,-2

# Sorted by number of heavy atoms (lowest first): some entries from above
SMILES,PP5 primary,LYPLA2 inh,Fh CTSL1 inh,Efflux pump mplx,core dimer inh,PP1 inh,TPT1 inh,PREPL inhibitor,GASC-1 inh
CN1CCc2c(C#N)c(Cl)nc(Cl)c2C1,3.7,3,2,0.0,5,-4,1,-1,5
FC(F)(F)c1ccc(CN2CCNCC2)cc1,-3.4,2,2,-0.2,-3,1,-7,-10,-25
c1ccc2c(c1)CC1CNCc3cccc(c31)S2 (configuration not stated),2.6,5,-2,0.2,2,0,-2,-51,-3
CCC(=NCC1CCCO1)c1c(O)[nH]c(=O)[nH]c1=O (configuration not stated),-1.4,5,-1,0.0,2,-2,-4,2,33
CN1C(=O)N(C)C(=O)C2(Sc3ccccc3C2=O)C1=O,0.9,0,-4,0.1,4,-4,0,8,49
O=C(NC(Oc1ccccc1)C(Cl)(Cl)Cl)c1ccccc1 (configuration not stated),-0.1,-4,3,0.0,2,-3,0,2,-8
CCCN1CCc2cccc3c2[C@H]1Cc1ccc(O)c(O)c1-3,2.6,-13,9,-0.1,-3,1,-6,17,-36
CC(C)(C)c1ccc(C(=O)C2CCCN(Cc3ccon3)C2)cc1 (configuration not stated),4.2,2,-2,0.1,-2,-2,-2,10,11
O=C(c1ccc(Cl)cc1)C1CCCN(Cc2ccc3nonc3c2)C1 (configuration not stated),5.8,8,2,0.1,0,-3,-2,-102,-8
CCCCC(=O)N/N=C/c1c(O)n(Cc2ccc(F)cc2)c(=O)[nH]c1=O,-1.2,1,2,0.0,2,-1,22,-3,-5
C=CCn1c(O)c(C(C)=NC2CCN(Cc3ccccc3)CC2)c(=O)[nH]c1=O,-0.8,-1,-1,0.0,1,-5,2,-3,-6
Cc1cc(C)cc(N2C(=O)/C(=C\c3ccc(N4CCN(C)CC4)o3)C(=O)NC2=S)c1,2.7,-17,3,0.1,-2,6,140*,-3,1
COC(=O)C1=C(c2cccc(OC)c2OC)C[C@@H]2CC[C@H]1N2C(=O)N1CCC(O)CC1,0.4,-2,-1,.,6,1,-4,0,?
CCN1C[C@]2(COC)CC[C@H](O)[C@]34C1[C@](O)([C@@H](OC)[C@H]23)[C@@]1(O)C[C@H](OC)[C@H]2C[C@@H]4[C@@H]1[C@H]2OC,-0.5,0,5,-0.1,-4,-1,0,1,.
COC(=O)C1=C(c2ccccc2OCc2ccccc2)C[C@@H]2CC[C@H]1N2C(=O)NCc1ccc(OC)cc1,1.4,4,.,0.0,.,5,.,5,3

# Laid out differently: results already given
SMILES	PP5 primary	LYPLA2 inh	Fh CTSL1 inh	Efflux pump mplx	core dimer inh	PP1 inh	TPT1 inh	PREPL inhibitor	GASC-1 inh
CCCN1CCc2cccc3c2[C@H]1Cc1ccc(O)c(O)c1-3	2.6	-13	9	-0.1	-3	1	-6	17	-36
CN1CCc2c(C#N)c(Cl)nc(Cl)c2C1	3.7	3	2	0.0	5	-4	1	-1	5

# Additional records:
SMILES,PP5 primary,LYPLA2 inh,Fh CTSL1 inh,Efflux pump mplx,core dimer inh,PP1 inh,TPT1 inh,PREPL inhibitor,GASC-1 inh
CCCNC(=O)N1[C@H]2CC[C@@H]1C(C(=O)OC)=C(c1cccc(C#N)c1)C2,-0.9,-6,.,-0.1,.,1,.,-1,6
C=CCN1C(=O)NC(=O)/C(=C/c2ccc(OC)c(CSc3ccccn3)c2)C1=O,0.0,10,-10,0.0,8,1,11,-10,42
CN(Cc1ccccc1)C(=O)CN1CCCC1=O,3.2,-2,-2,-0.2,-4,0,-4,0,-6
COc1cc2c3c(c1OC)-c1cc(O)ccc1CC3NCC2 (configuration not stated),1.1,-1,3,0.2,-8,-1,0,11,9
Cc1ccc(-c2nc3ccccc3c(=O)n2-c2ccc(O)cc2)cc1,2.4,1,3,0.1,3,-2,0,9,-20
CN1C(=O)/C(=C/C=C/c2ccco2)C(=O)NC1=S,0.5,-12,2,0.4,18,6,23,-3,-14
CCCCOC(=O)C1=C(N)OC2=C(C(=O)CCC2)[C@]12C(=O)Nc1ccccc12,3.0,0,4,0.1,0,-5,1,9,-2
Cc1ccc(NP(=O)(Oc2ccccc2F)Oc2ccccc2F)cc1C,7.3,-8,5,0.0,3,4,8,-8,-1
CN1CCN(c2nc3ccccc3c(=O)n2-c2ccccc2)CC1,4.4,3,1,-0.2,-2,-4,-7,10,2
Cc1c(/C=N/O)c2ccccc2n1C,0.1,-2,0,0.0,-9,1,-3,-3,0
NC(=O)OCCSc1nnc(-c2cccc(C(N)=S)c2)o1,1.7,1,-3,0.4,-6,-3,-1,-4,28
CCOC(=O)C1SC2(C(F)(F)C(F)F)CC1(O)c1c(c(OC)c3occc3c1OC)O2 (configuration not stated),3.9,6,1,0.2,4,1,1,12,4
Cc1ccc(C(=O)N[C@@H](C)CN2C3=NC[C@@H](Cc4ccccc4)N3C[C@H]2Cc2ccc(O)cc2)cc1Br,4.6,14,-2,0.0,-4,8,-3,-45,-9
CN(C)C(=O)Oc1ccc(NC(=O)N2CCOCC2)cc1,1.9,1,-5,0.0,5,-2,0,-4,-7
Oc1ccccc1/C=N/NP(=S)(c1ccccc1)c1ccccc1,0.7,-12,2,0.1,3,0,-2,-18,12
O=C1NC(=O)C(CCc2ccncc2)(CCc2ccncc2)C(=O)N1CCc1ccc(F)cc1,0.8,8,0,0.1,2,-1,0,-10,1
N[C@@H](Cc1c[nH]c2ccccc12)c1nnc(SCc2ccc(Cl)cc2)o1,2.8,1,-3,0.1,-1,0,-4,19,9
Cn1c(O)c(C(=Nc2ccccc2)SCc2ccccc2Cl)c(=O)n(C)c1=O,0.9,4,1,0.0,-5,1,-4,6,7
CCS(=O)(=O)N1CCCC(C(=O)N2CCC3(CC2)OCCO3)C1 (configuration not stated),1.3,9,2,-0.1,-2,-2,-2,16,-1
N#Cc1ccc(NC(=O)CN2C(=O)NC3(CCCCCCC3)C2=O)cc1Cl,1.4,-4,.,0.1,.,0,.,-7,-29
NC(Cc1cc(O)c(O)cc1O)C(=O)O (configuration not stated),0.0,3,2,-0.1,30,69*,31*,67*,.
CC(=O)Nc1ccccc1C(=O)OCc1ccccc1F,2.8,6,5,0.1,1,-2,5,15,-1
CC(=O)N1CN(C(C)=O)CN(C(C)=O)C1,-0.6,2,-3,0.1,0,-1,-7,3,26
O=C(NC1CCCCC1)Oc1cc2oc(=O)sc2cc1Cl,-1.4,0,-3,0.1,-8,-3,0,1,-5
NCC(CC(=O)O)c1ccc(Cl)cc1 (configuration not stated),-0.3,-2,1,0.0,0,-2,-4,6,10
CN(C)CCN(CC1CCCN(Cc2ccccc2F)C1)C(=O)Cc1ccc(F)c(F)c1 (configuration not stated),0.7,0,-1,0.0,3,-1,1,4,4
Cc1c(C(=O)c2cccc3ccccc23)c2cccc3c2n1[C@H](CN1CCOCC1)CO3,5.4,-4,-11,0.0,-3,-8,-1,8,-5

# Only part of the results is shown; the hit share may differ from the screen's.
